ELG1 DNA repair: inhibitors of ELG1-dependent DNA repair in HEK293T cells; AID 504467; Potency, µM (highest dose often 46.1 µM), for inactives: at the highest dose activity change, negative = inhibition, most hits filed as inhibitors; HEK293T ELG1-luciferase reporter, luminescence, 16 h; DNA damage induced by 5-fluorouridine; 330,000 compounds, 2.3% hits; also: potency is read from the fitted curve at half-maximal effect; % is scaled to controls: 0 for no effect and ±100 for the full control effect; nearly all actives have a fitted effect of over 55% in size
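Reporter activity after DNA damage by 5-fluorouridine is monitored. Compound-treated cells incubate 16 hr at 37 °C, then ONE-Glo is added for 30 min before luminescence reading.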
PKM2 act: PKM2 (human) enzyme activation. purified PKM2, Kinase-Glo ATP luminescence, activation; response scale: 0% is enzyme alone, no compound. Potency, µM (top dose mostly 57.5 µM), for inactives: at the top dose activation, usual class: activators. P14618. AID 1631. 260,000 compounds, 0.34% hits; also: potency is read from the fitted curve at half-maximal effect; % is scaled to controls: 0 for no effect and ±100 for the full control effect; nearly all actives have a fitted effect of over 55% in size
Target sequence (P14618 whole entry, looked up): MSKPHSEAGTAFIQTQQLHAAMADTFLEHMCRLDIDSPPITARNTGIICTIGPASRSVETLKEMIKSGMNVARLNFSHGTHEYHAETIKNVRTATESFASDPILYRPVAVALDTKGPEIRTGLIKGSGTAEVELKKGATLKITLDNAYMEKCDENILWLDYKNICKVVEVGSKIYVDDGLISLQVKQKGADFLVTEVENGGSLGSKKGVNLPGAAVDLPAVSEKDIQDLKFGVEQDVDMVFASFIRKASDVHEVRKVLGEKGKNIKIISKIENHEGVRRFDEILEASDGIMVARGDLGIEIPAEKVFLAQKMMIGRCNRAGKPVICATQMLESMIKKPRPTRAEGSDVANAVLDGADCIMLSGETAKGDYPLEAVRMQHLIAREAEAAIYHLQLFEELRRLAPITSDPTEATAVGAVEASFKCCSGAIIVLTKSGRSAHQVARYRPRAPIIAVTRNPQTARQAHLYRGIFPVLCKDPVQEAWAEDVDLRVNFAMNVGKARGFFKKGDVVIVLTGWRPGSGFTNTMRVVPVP
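ATP formation by purified human PK-M2, quantified via coupled luciferase luminescence after 1 h at room temperature with 0.1 mM ADP and 0.5 mM PEP final.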
NPC1 promoter act: NPC1 promoter activation | Huh7 NPC1 promoter luciferase reporter, 24 h | Potency, µM (titrated, usually from 9.22 µM), inactives show top-dose activation, most hits filed as activators | 320,000 compounds, 2.4% hits | AID 485313;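 also: potency is read from the fitted curve at half-maximal effect; % of control where 0% means no effect; nearly all actives have a fitted effect of over 60% in size; reporter is driven by a mutant NPC1 promoter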
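Luminescence read-out of NPC1 promoter-driven luciferase in stably transfected Huh7 cells; compounds delivered in DMSO and left 24 h at 37C, 5% CO2, qHTS titration format.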
FLuc counter: inhibits or activates purified firefly luciferase, miR-21 counter-screen | P08659 | purified FLuc, Km substrates, luminescence inhibition | Potency, µM (series often up to 57.5 µM), for the others: top-dose activity change, negative = inhibition, hits mostly inhibitors | 360,000 compounds, 6.9% hits;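 also: potency is read from the fitted curve at half-maximal effect; plate controls were vehicle for no effect and reference inhibitor for full effect; nearly all actives have a fitted effect of over 55% in size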
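Purified P. pyralis luciferase, 10 nM final, with Km-level 10 uM D-luciferin and 10 uM ATP in 50 mM Tris acetate pH 7.5, 10 mM Mg acetate, 0.01% Tween-20, 0.05% BSA; 6-point qHTS titration about 60 µM downward; luminescence read.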
KCNH2 3.1 block: KCNH2 3.1 (human) potassium channel inhibition. U2OS KCNH2 3.1, thallium flux FluxOr; hits give low values. activity change, % (tested at about 1.8 µM). 340,000 compounds, 0.95% hits;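 active = maximum activity change below -70%; inconclusive = maximum activity change from -70% to -50%; inactive = maximum activity change above -50%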;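 also: thallium influx rate constant from kinetic fluorescence after stimulation buffer; % is scaled to controls: 0 for no effect and ±100 for the full control effect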
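Measured as rate of thallium-driven FluxOr signal in transduced U2OS cells carrying the 3.1 channel, read kinetically for 2 min upon stimulation; values are rate constants scaled to DMSO control wells.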
RORgamma inh: inhibitors of mouse ROR gamma transcriptional activity; Potency, µM (doses to about 53.6 µM), inactives show top-dose activity change, negative = inhibition, most hits filed as inhibitors; Drosophila S2 Gal4-RORgamma UAS-luciferase reporter, 20 h; P51450; 310,000 compounds, 5.4% hits; AID 2551; also: potency is read from the fitted curve at half-maximal effect; % is scaled to controls: 0 for no effect and ±100 for the full control effect; nearly all actives have a fitted effect of over 60% in size
Target sequence (P51450 whole entry, looked up, the tested form may be a part): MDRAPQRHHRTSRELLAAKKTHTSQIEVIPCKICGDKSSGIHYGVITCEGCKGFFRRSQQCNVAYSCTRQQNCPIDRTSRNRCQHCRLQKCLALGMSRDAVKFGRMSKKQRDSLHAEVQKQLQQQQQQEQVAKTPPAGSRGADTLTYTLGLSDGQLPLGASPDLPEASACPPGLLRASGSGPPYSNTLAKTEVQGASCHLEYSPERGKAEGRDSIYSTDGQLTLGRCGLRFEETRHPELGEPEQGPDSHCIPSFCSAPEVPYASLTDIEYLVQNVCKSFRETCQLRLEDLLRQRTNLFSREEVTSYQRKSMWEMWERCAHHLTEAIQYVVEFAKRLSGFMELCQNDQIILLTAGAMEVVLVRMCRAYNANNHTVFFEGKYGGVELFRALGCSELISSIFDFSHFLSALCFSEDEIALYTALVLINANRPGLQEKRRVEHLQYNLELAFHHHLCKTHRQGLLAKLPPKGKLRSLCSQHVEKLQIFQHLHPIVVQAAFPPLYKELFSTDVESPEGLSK
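Drosophila S2 cells stably expressing Gal4-DBD/mouse RORγ fusion under metallothionein promoter plus UAS-luciferase; compound 1 h, then 700 uM CuSO4 induction for 20 h at ambient temperature; inhibition read as reduced luminescence.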
Menin MLL FP TR: menin-MLL binding inhibition, Texas Red mutant peptide; O00255; Menin + Texas Red MLL mutant peptide, fluorescence polarization; Potency, µM (titrated, usually from 61.6 µM), for inactives: at the highest dose FP activity change, negative = inhibition, most hits filed as inhibitors; 270,000 compounds, 0.23% hits; AID 1768; active = well fitted inhibition curve with a large enough effect in the polarisation, with a control signal flat, not every such curve was filed as active; inconclusive = small, poorly fitted or top-dose-only effect, or effect the other way, or a change in a side signal; inactive = no such curve, though single readings can be large or run the other way; the % refers to the polarisation; also: potency is read from the fitted curve at half-maximal effect; % of control where 0% means no effect; many of its hits are not listed in these tables
Mito fusion yeast: mitochondrial division inhibition or fusion activation; S. cerevisiae fusion-defective mutant growth rescue, CellTiterGlo 48 h; Potency, µM (titrated, usually from 46.1 µM), for the others: top-dose growth rescue (activation), most hits filed as activators; 320,000 compounds, 0.23% hits; AID 485298;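 also: potency is read from the fitted curve at half-maximal effect; % of control where 0% means no effect; nearly all actives have a fitted effect of over 45% in size; temperature-sensitive fusion mutants such as fzo1-1 at 37 °C on non-fermentable ethanol glycerol medium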
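Temperature-sensitive fusion-defective S. cerevisiae (e.g. fzo1-1, mgm1-5) were grown with compound in YPEG medium (3% ethanol, 3% glycerol) for 48 hours at 37C. Growth rescue was measured as viability by CellTiterGlo luminescence after 10 minutes at ambient.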
VP16 counter: Gal4-VP16 reporter inhibition counter-screen | Drosophila S2 Gal4-VP16 UAS-luciferase, luminescence, 20 h | Potency, µM (series often up to 53.6 µM), for inactives: at the top dose activity, negative = inhibition, most hits filed as inhibitors | 310,000 compounds, 3.5% hits | AID 2546;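 also: Gal4-VP16 expression switched on by copper sulfate through the metallothionein promoter; potency is read from the fitted curve at half-maximal effect; % is scaled to controls: 0 for no effect and ±100 for the full control effect; nearly all actives have a fitted effect of over 50% in size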
MBNL1 CUG block: MBNL1-poly(CUG) RNA binding inhibition; Q9NR56; TR-FRET MBNL1-His/biotin-(CUG)12 binding, 665/545 ratio; Potency, µM (series often up to 57.5 µM), inactives show at the highest dose activity change, negative = inhibition, hits mostly inhibitors; 280,000 compounds, 0.036% hits; active = well fitted inhibition curve with a large enough effect in the signal ratio, with a control signal flat, not every such curve was filed as active; inconclusive = small, poorly fitted or top-dose-only effect, or effect the other way, or a change in a side signal; inactive = no such curve, though single readings can be large or run the other way; the % refers to the signal ratio; also: potency is read from the fitted curve at half-maximal effect; % is scaled to controls: 0 for no effect and ±100 for the full control effect
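Ratiometric TR-FRET (665 over 545 nm, excitation 340 nm) tracks disruption of MBNL1-His/biotin-(CUG)12 complex after 60 min at room temperature, with compounds at 92 nM to 58 uM final.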
Rab9 promoter act: activates the Rab9 promoter | Huh7 Rab9 promoter-luciferase reporter, luminescence, 24 h | Potency, µM (top dose mostly 9.22 µM), without a hit: at the top dose activation, negative = inhibition, hits mostly activators | 320,000 compounds, 2.8% hits; also: potency is read from the fitted curve at half-maximal effect; % of control where 0% means no effect; nearly all actives have a fitted effect of over 60% in size
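Luminescence from Amplite-detected luciferase (10 minutes, ambient) reports Rab9 promoter activation. Before that, stable Rab9-luciferase Huh7 cells (1500/well, reduced-serum OP-MEM I plus 10% FBS) were exposed to compound for 24 hours at 37C.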
An asterisk follows results filed as active; ? = inconclusive; · = no result given; [ ] = remark or other dose. Unless noted, calls follow the shape of the dose curve; as a rule, active = well fitted curve in the direction sought with a large enough effect; inconclusive = small, poorly fitted or top-dose-only effect, or another doubt; inactive = no such curve, though single readings can be large; an effect the other way counts as inactive or inconclusive. Not all compounds are listed. The share of hits here may be higher or lower than overall.

SMILES	ELG1 DNA repair	PKM2 act	NPC1 promoter act	FLuc counter	KCNH2 3.1 block	RORgamma inh	Menin MLL FP TR	Mito fusion yeast	VP16 counter	MBNL1 CUG block	Rab9 promoter act
CCCN(CCC)c1ccc(CC(=O)NC(C)Cc2ccccc2)cc1 (centres undefined)	3%	4%	-2%	1%	-2	-9%	-19%	?	-22%	0%	1%
c1ccc(-c2c[nH]c3[n+]2CCCCC3)cc1	-16%	2%	1%	-5%	1	22µM*	-15%	1%	?	-8%	-3%
Cc1cc(OCC(=O)Nc2ccc3c(c2)OCCO3)cc(C)c1Cl	5%	1%	4%	?	-3	13%	·	-7%	7%	1%	1%
CCCn1c(=O)c(C(=O)Nc2cnccn2)c(O)c2ccccc21	2%	-1%	-1%	0%	·	-16%	0%	2%	-1%	-9%	2%
CC(C)N1C(=O)C2C(C(=O)NC3CCCCC3)C3C=CC2(O3)C1C(=O)NC1CCCCC1 (centres undefined)	0%	-1%	-5%	0%	-2	-7%	7%	1%	0%	-10%	-5%
Cc1ccc(C(=O)N/C(=C\c2cccs2)C(=O)NCCc2c[nH]c3ccccc23)cc1	-8%	10%	-1%	-6%	10	25%	1%	2%	-7%	4%	-8%
COc1ccc(-c2nnc(SCC(C)C)o2)cc1	?	-3%	1µM*	1.5µM*	4	-42%	·	4%	?	0%	0.63µM*
CCCCCCCCCCCCCCCC(=O)OC[C@H](COP(=O)([O-])OCC[N+](C)(C)C)OC(=O)CCCCCCCCCCCCCCC	3%	-5%	-2%	11%	·	-16%	1%	-3%	-14%	-7%	-1%
CC1(C)CC2(CCO1)OC(=O)CC2C(=O)NCc1ccccc1 (centres undefined)	-9%	-5%	-4%	0%	-21	-19%	3%	3%	2%	7%	1%
C=CCOc1nc2c(c(=O)n(C)c(=O)n2C)n1Cc1ccccc1Cl	-14%	-2%	-2%	-3%	-17	-9%	-2%	10%	?	-2%	-14%
NS(=O)(=O)c1ccc(CCNC(=O)c2ccccc2OCc2ccc(F)cc2)cc1	-18%	·	-4%	1%	-11	4%	5%	-4%	6%	45%[activator]	0%
CCCCOC(=O)c1ccc(NC(=O)c2c(OC)cccc2OC)cc1	2%	-1%	-7%	-9%	1	?	13%	4%	-21%	-5%	-3%
CN(C)c1ccc(C=NCC2(O)CCOC(C)(C)C2)cc1 (centres undefined)	9%	-7%	-4%	-22%	6	32%	-8%	-2%	-1%	?	-11%
Cc1cccc(NC(=O)c2cc(-c3c(C)cc(C)cc3O)n[nH]2)c1	?	·	18%	-1%	-32	-9%	-4%	-8%	21%	-1%	?
CC(=O)Nc1ccc(NC(=O)CSc2nnnn2-c2ccccc2F)cc1	-11%	-8%[11.5 µM]	-4%	-13%	-15	6%	?	2%	5%	-7%	5%
O=C(CCc1ccc(S(=O)(=O)NC2CCCCC2)cc1)Nc1ccccc1	-9%	-2%	-1%	5%	2	11%	9%	-2%	14%	0%	-5%
O=C(c1cnc(-c2ccccc2)s1)c1ccc(Cl)cc1Cl	6%	2%	-2%	?	-16	-1%	-16%	0%	-20%	34%[activator]	8%
CCN(CC)S(=O)(=O)c1cc(OC)c(Cl)cc1OC	?	1%	-1%	5%	-14	8%	-5%	5%	24%	-1%	-2%
Cc1ccc(CC(=O)N2CCN(c3ccc([N+](=O)[O-])cc3)CC2)cc1	-22%	-2%	0%	-2%	-18	?	-9%	-1%	35µM*	?	2%
CC(C)N(NC(=O)c1cccc2ccccc12)C(C)C	-7%	3%	-4%	4%	38	-11%	1%	-2%	-11%	-1%	-6%
COc1ccccc1N1CCN(C2CCCN(C(=O)C3=NN(C)C(=O)CC3)C2)CC1 (centres undefined)	-2%	·	-5%	-2%	-6	-9%	·	0%	-8%	-7%	5%
NC(=O)c1ccc(NC(=O)COC(=O)/C=C/c2cn(-c3ccccc3)nc2-c2cccnc2)cc1	?	-1%	-2%	-2%	-5	-3%	-5%	2%	-13%	·	-3%
Cc1[nH]c2ccccc2c1/C=N/NC(=O)CNC(=O)COc1ccccc1	1%	-4%	2%	-8%	21	25%	41%[activator]	18%	-7%	-17%	0%
CCN1CCN(C(=O)Nc2ccc(Cc3ccc(NC(=O)N4CCN(CC)CC4)cc3)cc2)CC1	15%	-10%	1%	13µM*	-4	-14%	0%	0%	-16%	13%	11%
COC(=O)Cc1csc(Nc2ccccc2)n1	?	0%	15%	?	13	10%	9%	-7%	26%	-3%	21%
C[C@H](CCCC/C=C/C(=O)O)O[C@@H]1O[C@@H](C)[C@H](O)C[C@H]1O	10%	·	4%	-3%	-1	·	·	6%	·	·	-1%
CCCS(=O)(=O)c1cnc(C2COc3ccccc3O2)nc1N (centres undefined)	?	·	-23%	0.12µM*	-1	0.63µM*	1%	-24%	1.3µM*	2%	-32%[inhibitor]
O=c1[nH]c2cc3c(cc2cc1CN(Cc1cccnc1)Cc1nnnn1Cc1ccco1)OCCO3	23µM*	?	-3%	-9%	-9	19%	9%	0%	6%	17%	-4%
CC(=O)c1sc(NCc2ccc(C)cc2)nc1C	?	·	3.2µM*	15µM*	10	-17%	-4%	3%	-16%	13%	2.8µM*
Cc1cccc2sc(N(CCCN(C)C)C(=O)c3sc4ccccc4c3Cl)nc12	-7%	2%	-3%	-16%	-1	-41%	-10%	-8%	?	11%	-6%
COc1ccc(N2CCN(C(=O)Cn3nnc(-c4ccc(OC)c(OC)c4)n3)CC2)cc1	12%	-15%	3%	0%	9	14%	0%	4%	-1%	-7%	0%
COc1ccc(CN2CCC(c3nc4ccc(Cl)cc4[nH]3)CC2)cc1	-20%	-2%	-1%	1%	-98*	-12%	-1%	-6%	1%	-18%	-13%
CSc1nc2c(c(=O)[nH]1)C(c1ccc(Br)cc1)CC(=O)N2 (centres undefined)	?	-2%	0%	?	-31	-15%	-15%	9%	5%	1%	1%
O=C(CSc1ncn[nH]1)Nc1ccc(S(=O)(=O)N2CCCC2)cc1	-3%	27%	-2%	0%	13	?	9%	-3%	9%	-8%	-2%
COc1ccc(OCc2cc(C(=O)N(C)CC3CCCCO3)no2)c(Cl)c1 (centres undefined)	?	-1%	?	?	·	?	-12%	0%	0%	4%	?
CC(C(=O)Nc1ccc2c(c1)OCCO2)c1ccc([N+](=O)[O-])cc1 (centres undefined)	30%	-1%	0%	2%	6	19%	11%	-8%	-9%	·	-1%
CCOC(=O)c1c(NC(=O)CNCC(O)CO)sc(C)c1C (centres undefined)	5%	3%	0%	0%	-5	-2%	5%	-1%	8%	-4%	2%
COc1ccc(OC)c(NC(=O)CN(c2ccc(C)cc2)S(=O)(=O)c2c(C)noc2C)c1	?	1%	-2%	1%	-27	31%	11%	-3%	-11%	7%	-1%
C=C(C)CNC(=S)NNC(=O)CCn1c2cc(Cl)ccc2c2ccc(Cl)cc21	-5%	3%	-5%	0%	3	5µM*	?	-4%	8.9µM*	·	1%
CN1C(=O)c2ccc(NC(=O)C3CCCCC3)cc2C1=O	-15%	-2%	7%	-1%	-14	?	-2%	1%	0%	13%	3%
O=C(O/N=C\c1ccc(N2CCCCC2)c([N+](=O)[O-])c1)c1c(F)cccc1F	-3%	0%	0%	?	?	35%	14%	-3%	0%	?	5%
CCN(CC)S(=O)(=O)c1cccc(C(=O)N/N=C2\CC(=O)CC(C)(C)C2)c1	5%	4%	-1%	-7%	8	7%	-2%	-5%	12%	7%	-4%
CN(C1CC(C)(C)N(O)C(C)(C)C1)S(=O)(=O)CC12CCC(CC1=O)C2(C)C (centres undefined)	5%	-22%	-2%	1%	-8	-10%	-17%	-4%	-6%	-3%	-4%
CCOC(=O)c1cnc2c(ccc3ccccc32)c1NCCN(C)C	-3%	-2%	13%	?	4	13%	-21%	-18%	-1%	-16%	-3%
COc1ccc(/C=N/NC(=O)CSc2ccccn2)cc1OC	?	-7%	13%	19µM*	6	9%	·	9%	9%	·	20%
Nc1nonc1-n1nnc(C(=O)N/N=C/c2cccc(Cl)c2Cl)c1CN1CCCC1	3%	-1%	-1%	0%	-28	?	?	-3%	?	0%	0%
